Assay outcomes (PubChem BioAssay)
NR2E3 ag-1: activates human photoreceptor nuclear receptor NR2E3; Q9Y5X4; GST-NR2E3/biotin-RetCOR TR-FRET, 1536-well; inhibition of corepressor binding, % at 4.78 µM; 320,000 compounds, 0.12% hits; AID 2300;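 active means percent inhibition above the cutoff of mean plus 3 SD of all tested compounds, set per screening campaign, cut at about 20% in these data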;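 further: 0% = DMSO wells and 100% = biotin wells as full block of FRET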
Target sequence (Q9Y5X4 whole entry, looked up): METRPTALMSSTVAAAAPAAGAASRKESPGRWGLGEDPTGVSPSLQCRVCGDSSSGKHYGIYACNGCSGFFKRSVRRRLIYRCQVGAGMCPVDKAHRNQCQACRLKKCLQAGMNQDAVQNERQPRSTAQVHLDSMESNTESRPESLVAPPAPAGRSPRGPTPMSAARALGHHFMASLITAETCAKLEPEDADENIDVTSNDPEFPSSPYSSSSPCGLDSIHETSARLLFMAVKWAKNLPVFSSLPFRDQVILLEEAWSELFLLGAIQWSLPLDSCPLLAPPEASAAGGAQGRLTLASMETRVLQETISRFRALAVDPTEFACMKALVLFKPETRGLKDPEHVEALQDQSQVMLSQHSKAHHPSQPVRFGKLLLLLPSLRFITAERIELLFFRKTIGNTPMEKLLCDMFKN
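System: GST-NR2E3 and biotin-RetCOR proteins; probe or stimulus: 7 nM biotin-RetCOR; doses: compound at 4.8 µM, single dose; schedule: Compound–protein incubation for 5 h at 4 °C; detection: time-resolved FRET; read-out: percent inhibition; controls: biotin wells as high control, 0.6% DMSO wells as low control; format: 1536-well plates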
Shn3 inh set2: reduces Shn3 3'UTR luciferase signal in osteoblasts. 360,000 compounds, 0.52% hits. inhibition, % at 12.5 µM. Clone20 osteoblast Shn3 3'UTR firefly luciferase, 24 h;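 active means mean inhibition of at least 75% with every replicate also reaching 75%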;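 further: 0% = median of neutral control wells and 100% = pilot-screen positive control compound; some compounds past the cut are filed as inactive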
KKLEB cytotox: CF airway cell cytotoxicity counter-screen; KKLEB CF airway cells viability, ATPlite luminescence, overnight; stronger effect = lower value; cells stimulated with P. aeruginosa culture filtrate; activity change (cytotoxicity), % at 5 µM; 360,000 compounds, 0.36% hits; AID 602141;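 active means corrected activity change at or below -50% at 5 µM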
MITF TRPM1 inh: inhibitors of MITF-driven TRPM1 promoter in melanoma cells | 330,000 compounds, 0.83% hits | inhibition, % at 12.5 µM | SK-MEL-5 TRPM1 promoter luciferase, 24 h;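 active means mean inhibition across replicates of 60% or more, whatever share of single replicates reaches that level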; further: values of inactives mirror those of a sister screen read the other way
EBV LMP1 NFkB: reduces LMP1-driven NF-kappaB luciferase signal | LMP1-induced NF-kappaB luciferase reporter cells, luminescence | inhibition, % at 12.5 µM | 350,000 compounds, 0.69% hits | AID 504558; in the data active means inhibition above about 41%;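 further: 0% = neutral control wells and 100% = reference inhibitor control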
C8 TRAIL sens: caspase-8 TRAIL sensitization; inhibition (viability loss, TRAIL sensitization), % at 10 µM; 360,000 compounds, 1% hits; NB7+C8 cells + TRAIL, ATPlite viability luminescence; AID 624354;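 active means compounds causing at least 50% loss of cell viability in the single-dose screen, relative to plate controls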
NR2E3 ag-2: agonists of human NR2E3 nuclear receptor. inhibition of corepressor binding, % at 3.98 µM. CHO-S Gal4-NCOR/VP16-NR2E3 two-hybrid, luciferase. 360,000 compounds, 0.35% hits. AID 602229;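 active means inhibition above the mean of all tested compounds plus 3 SD, cut at about 70% in these data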;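 further: 0% = DMSO with NR2E3 transfected cells and 100% = cells lacking NR2E3 construct; higher means lower luciferase signal from less NR2E3 corepressor binding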
HIF-2a inh: inhibitors of HIF-2a. inhibition, % at 18.8 µM. 786-0 RCC cells HIF-2a reporter, luciferase luminescence, overnight. 360,000 compounds, 0.72% hits;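 active means inhibition of the luminescence signal of 40% or more relative to plate controls, in a single-dose primary screen at 18.75 µM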
hiPSC survival: hiPSC single-cell survival enhancement; ATPlite luminescence; 100% = ROCK inhibitor wells, 0% = DMSO; survival enhancement, % at 20 µM; 360,000 compounds, 0.044% hits; in the data active means survival enhancement above about 18%;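 further: cells exposed to compounds for 16 hours before the ATP read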
CF NFkB block: inhibitors of cystic fibrosis induced NF-kB; KKLEB NF-kB-GFP reporter, PAF-induced, GFP fluorescence overnight; 360,000 compounds, 0.86% hits; inhibition, % at 5 µM;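 active means at least 50% inhibition at 5 µM, scaled per plate between neutral and stimulator controls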;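 further: PAF is a Pseudomonas aeruginosa culture filtrate used as stimulus; plate controls were PAF-stimulated DMSO wells for no effect and unstimulated DMSO wells for full effect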
Peg3 prom inh: reduces Peg3 promoter-driven luciferase expression in HeLa | HeLa PEG-Prom luciferase reporter, luminescence, overnight | inhibition, % at 20 µM | 360,000 compounds, 1.7% hits | AID 588405;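 active means inhibition of at least 50% at 20 µM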
* = called active by the depositor; · = no result given; & = joins results of further samples. A portion of the library. The share of hits here may be higher or lower than overall.

item	Compound	NR2E3 ag-1	Shn3 inh set2	KKLEB cytotox	MITF TRPM1 inh	EBV LMP1 NFkB	C8 TRAIL sens	NR2E3 ag-2	HIF-2a inh	hiPSC survival	CF NFkB block	Peg3 prom inh
1	Cn1c2ccccc2c2cc(/C=N/NC(=O)c3ccc(N)cc3)ccc21	0	15	9	-16	7	13	-18	-20	-0.2	-87	-14
2	O=C1CN(C(=O)CSc2nc3cc(Cl)ccc3c(=O)n2Cc2ccccc2)c2ccccc2N1	0	-5	-6	-1	-7	-9	17	16	-1.4	-14	17
3	O=C(CSc1ccccn1)N1CCc2ccccc21	-3	-133	1	-64	-10	6	-74	-236	2.3	-1	-307
4	O=C(/C(=C/c1ccccc1)c1ccccc1)N1CCCCC1	1	13	0	18	-4	3	12	26	0.0	4	15
5	C=CCn1c(SCC(=O)NC2(C)CCS(=O)(=O)C2)nc2ccccc21 (centres undefined)	·	9	2	0	10	0	-1	14	0.8	-10	6
6	CCN(C(=O)C(=O)c1c[nH]c2ccccc12)c1ccccc1	3	-17	-11	-3	-3	2	1	2	-0.6	12	6
7	Cc1ccc(C)c(NC(=O)Cn2nc([N+](=O)[O-])c(Br)c2C)c1	0	-6	-14	1	-11	-10	-18	21	-0.5	8	12
8	CCOc1ccc2nc(NC(=O)CN3CCC(n4nnc5cc(C(F)(F)F)ccc54)CC3)sc2c1	5	65	-16	14	-1	56*	-23	5	-0.9	1	28
9	CCCn1c(SCC(=O)Nc2ccc(C)c(S(=O)(=O)N3CCOCC3)c2)n[nH]c1=O	-1	-4	2	2	4	6	14	21	1.3	-2	-73
10	Cc1cc(Nc2ccc(F)cc2C)n2nc(C)nc2n1	-1	0	-11	-3	0	7	-35	5	1.0	-16	1
11	COc1ccccc1NS(=O)(=O)c1ccc(OC)c(OC)c1	-1	-2	-2	-1	0	6	-7	12	0.7	-10	17
12	O=C(CSc1nc(-c2ccccc2)nc2ccccc12)Nc1cccc(C(=O)O)c1	10	-3	0	8	-6	17	-36	4	2.9	3	3
13	CCOc1ccccc1N1CCN(C(=O)CN2C(=O)NC3(CCCC3)C2=O)CC1	-2	8	-3	-6	0	1	-20	0	-0.2	-6	5
14	Cc1cccc(C(=O)N2CCCC(Nc3ccc(F)c(F)c3)C2)n1 (centres undefined)	1	-9	5	-7	-7	0	-4	8	0.7	-6	4
15	COc1cccc(C(=O)Nc2cc(C)c3c(=O)oc4ccccc4c3n2)c1	0	1	0	-7	-25	33	-36	-32	-2.0	-7	-11
16	COc1ccccc1NC(=S)N(Cc1cccnc1)Cc1ccccc1Cl	4	-17	-10	9	-13	18	-23	-1	-0.2	-5	15
17	CC(NO)C(C)(C)NO (centres undefined)	2	5	4	-11	0	-3	-6	11	2.9	-16	0
18	Cn1c(-c2ccc(F)cc2)cnc1NCc1ccc(C#N)cc1	0	11	6	4	2	4	9	20	-1.4	-12	25
19	CC1(Oc2ccc3ccccc3c2)CCN(Cc2cccn2-c2nccs2)C1 (centres undefined)	·	10	-4	·	·	27	-29	18	-1.2	18	14
20	COc1ccc(C(C(=O)NC2CCCCC2)N(C(=O)CCCC(=O)Nc2ccccn2)c2ccc3c(c2)OCCO3)cc1 (centres undefined)	3	21	-3	14	1	-53	9	4	-1.1	8	3

Reformatted field by field: 4 of the compounds above
12) O=C(CSc1nc(-c2ccccc2)nc2ccccc12)Nc1cccc(C(=O)O)c1
- NR2E3 ag-1 = 10
- Shn3 inh set2 = -3
- KKLEB cytotox = 0
- MITF TRPM1 inh = 8
- EBV LMP1 NFkB = -6
- C8 TRAIL sens = 17
- NR2E3 ag-2 = -36
- HIF-2a inh = 4
- hiPSC survival = 2.9
- CF NFkB block = 3
- Peg3 prom inh = 3

11) COc1ccccc1NS(=O)(=O)c1ccc(OC)c(OC)c1
- NR2E3 ag-1 = -1
- Shn3 inh set2 = -2
- KKLEB cytotox = -2
- MITF TRPM1 inh = -1
- EBV LMP1 NFkB = 0
- C8 TRAIL sens = 6
- NR2E3 ag-2 = -7
- HIF-2a inh = 12
- hiPSC survival = 0.7
- CF NFkB block = -10
- Peg3 prom inh = 17

1) Cn1c2ccccc2c2cc(/C=N/NC(=O)c3ccc(N)cc3)ccc21
- NR2E3 ag-1 = 0
- Shn3 inh set2 = 15
- KKLEB cytotox = 9
- MITF TRPM1 inh = -16
- EBV LMP1 NFkB = 7
- C8 TRAIL sens = 13
- NR2E3 ag-2 = -18
- HIF-2a inh = -20
- hiPSC survival = -0.2
- CF NFkB block = -87
- Peg3 prom inh = -14

17) CC(NO)C(C)(C)NO (centres undefined)
- NR2E3 ag-1 = 2
- Shn3 inh set2 = 5
- KKLEB cytotox = 4
- MITF TRPM1 inh = -11
- EBV LMP1 NFkB = 0
- C8 TRAIL sens = -3
- NR2E3 ag-2 = -6
- HIF-2a inh = 11
- hiPSC survival = 2.9
- CF NFkB block = -16
- Peg3 prom inh = 0

Next entries.
item	Compound	NR2E3 ag-1	Shn3 inh set2	KKLEB cytotox	MITF TRPM1 inh	EBV LMP1 NFkB	C8 TRAIL sens	NR2E3 ag-2	HIF-2a inh	hiPSC survival	CF NFkB block	Peg3 prom inh
21	Oc1ccc(Br)cc1-c1cc(-c2ccccc2Cl)[nH]n1	0	-34	1	-5	-10	5	-59	-117	0.4	13	-48
22	Cc1ccc(CNC(=O)Cn2cccc2C(=O)c2ccccc2C)cc1	4	-20	-3	1	-16	-5	-17	-95	-0.2	1	-70
23	C/C=C/C=C/C(=O)N1CC2(CC(c3cccc(NC(=O)CCCCC)c3)=NO2)C[C@H]1C(N)=O (some centres undefined)	4	-12	-4	-11	9	2	6	3	0.4	-7	-12
24	O=S(=O)(Nc1nccs1)c1ccc(Cl)cc1	3	-22	-2	1	-12	-3	-4	16	-0.4	15	13
25	COc1ccc2c(Cl)c(C(=O)NC3CCS(=O)(=O)C3)sc2c1 (centres undefined)	-2	-34	0	-38	-14	6	-75	-119	-1.2	-1	-108
26	Cc1ccc(O)c(NC(=O)c2ccc3c(c2)C(=O)N(CC(C)C)C3=O)c1	2	-103	8	-84	0	19	-35	-207	-0.5	-16	-239
27	N/C(=N\N=C\c1cccc(O)c1)c1nonc1N	0	2	18	-7	-8	13	-139	-232	-0.4	-30	-114
28	Cc1cc(NC(=O)Nc2cc(F)ccc2F)no1	-2	-38	1	4	0	3	-15	-91	-0.2	9	-41
29	Cc1ccc(S(=O)(=O)NCC(=O)OCC(=O)c2cc(C)n(-c3ccccc3)c2C)cc1	-2	-10	9	-3	-1	0	-32	-13	-0.9	-10	-26
30	COc1ccc(N2CCN(C(=O)COC(=O)/C=C/c3ccc(OC(F)F)cc3)CC2)cc1	0	4	2	-3	-11	2	14	4	0.1	-13	-25
31	O=C(Nc1ccc(C(=O)N2CCOCC2)cc1)C1CC1	·	4	1	12	3	-8	8	-6	-2.6	10	-14
32	COC(=O)c1ccc2[nH]c(C)cc(=O)c2c1	-1	0	-16	4	1	10	4	-10	-1.6	-1	0
33	CCOC(=O)N1CCN(C(=O)CN(c2ccccc2OC)S(=O)(=O)c2ccc(OC)cc2)CC1	-3	10	0	1	-1	-16	30	12	-0.6	-4	7
34	CN(C)c1ccc(S(=O)(=O)N2CCCCC2)cc1NC(=O)CCNC(=O)c1ccco1	3	-6	7	-3	-8	-23	-34	3	-0.5	0	6
35	COc1cc(CN2CCN(c3cccc(C)c3C)CC2)cc([N+](=O)[O-])c1O	-5	4	12	13	-3	0	-1	12	0.0	-14	18
36	Cc1cc(-c2nnc(CCC(=O)NCCc3ccccc3F)o2)no1	2	-1	0	-2	3	-19	17	-8	0.0	12	-3
37	CCN(c1ccc(NC(=O)CSCc2c(C)noc2C)cc1)C(C)C	5	-3	-3	2	5	13	-12	-6	-0.2	2	6
38	Cc1ccc(S(=O)(=O)CC(=O)Nc2c(C)n(C)n(-c3ccccc3)c2=O)cc1	-2	5	-17	13	-4	-2	-1	9	1.0	-4	3
39	COc1ccc(C(C(=O)NC2CCCCC2)N(Cc2cccs2)C(=O)Cc2c[nH]c3ccccc23)cc1OC (centres undefined)	0	13	-36	8	19	3	2	-7	-0.8	-6	29
40	O=S(=O)(c1ccc(Cl)cc1)N1CCN(CCc2ccccc2)CC1	3	7	-6	3	3	18	-2	-2	-0.7	4	20

Compound profiles, as listed above. Screens in order: NR2E3 ag-1, Shn3 inh set2, KKLEB cytotox, MITF TRPM1 inh, EBV LMP1 NFkB, C8 TRAIL sens, NR2E3 ag-2, HIF-2a inh, hiPSC survival, CF NFkB block, Peg3 prom inh
`Cc1cc(-c2nnc(CCC(=O)NCCc3ccccc3F)o2)no1` in the list: 2, -1, 0, -2, 3, -19, 17, -8, 0.0, 12, -3
`COc1ccc(N2CCN(C(=O)COC(=O)/C=C/c3ccc(OC(F)F)cc3)CC2)cc1` in the list: 0, 4, 2, -3, -11, 2, 14, 4, 0.1, -13, -25

(listing goes on)
item	Compound	NR2E3 ag-1	Shn3 inh set2	KKLEB cytotox	MITF TRPM1 inh	EBV LMP1 NFkB	C8 TRAIL sens	NR2E3 ag-2	HIF-2a inh	hiPSC survival	CF NFkB block	Peg3 prom inh
41	Cn1c(=O)cc(SCC(=O)N2CCCC2)c2ccc(Cl)cc21	-12	-17	7	1	1	-17	23	-3	4.3	-24	-8
42	O=C(O)C1CCN(S(=O)(=O)N2CCOCC2)CC1	8	-3	0	-5	2	-10	9	2	1.4	-2	0
43	O=C(NCCN1CCOCC1)C1CCN(c2nc3ccccc3o2)CC1	-4	-18	11	-1	-1	0	-15	19	-1.5	10	4
44	COCCOC(=O)C1=C(C)NC(=O)NC1c1ccc(Cl)cc1 (centres undefined)	3	13	0	9	1	-2	20	-10	-3.5	-26	15
45	CCCCCC(=O)OCCc1c(C)nc2nc[nH]n2c1=O	5	0	3	-23	5	-2	13	12	-0.5	-5	-6
46	COc1ccc2c(c1OC)OCC2C (centres undefined)	·	5	-4	11	11	9	-4	14	-0.2	-1	23
47	C[C@H](CCC(=O)O)[C@H]1CC[C@H]2[C@@H]3C(=O)C[C@@H]4CC(=O)CC[C@]4(C)[C@H]3CC(=O)[C@]12C	0	-1&10	16	3	0	4	-25	-10	-2.6	-5	-8
48	CC(C)CCNC(=O)C1CCC(=O)N1CCc1ccccc1 (centres undefined)	1	-6	13	4	-4	-17	-12	0	2.0	-4	-10
49	O=C(/C(=C(\O)c1ccccc1)c1ncc[nH]1)c1ccccc1	-4	-3	-1	8	5	-5	-16	9	-1.3	5	3
50	CCN1CCN(C(=S)NCCc2ccccc2)CC1	2	-34	-4	-37	-1	-4	-12	-126	-1.0	11	-95
51	COc1cccc(C(NC(C)=O)c2nc(-c3cccs3)cs2)c1 (centres undefined)	·	-1	10	·	·	-9	-39	-25	-2.5	-22	-15
